5HT1a ag = activates the human 5-HT1a serotonin receptor; P08908; CHO 5-HT1a Ga15 NFAT-bla reporter, FRET ratio; 0% basal, 100% maximal reference agonist; activation, % at 10 µM; hit rate 0.56% among 65,000;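 active = activation above the screen-wide mean activation plus 3 SD, cut at about 19% in these data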;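 also: 0% = DMSO wells and 100% = 5-CT at EC100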
Target sequence (P08908 whole entry, looked up): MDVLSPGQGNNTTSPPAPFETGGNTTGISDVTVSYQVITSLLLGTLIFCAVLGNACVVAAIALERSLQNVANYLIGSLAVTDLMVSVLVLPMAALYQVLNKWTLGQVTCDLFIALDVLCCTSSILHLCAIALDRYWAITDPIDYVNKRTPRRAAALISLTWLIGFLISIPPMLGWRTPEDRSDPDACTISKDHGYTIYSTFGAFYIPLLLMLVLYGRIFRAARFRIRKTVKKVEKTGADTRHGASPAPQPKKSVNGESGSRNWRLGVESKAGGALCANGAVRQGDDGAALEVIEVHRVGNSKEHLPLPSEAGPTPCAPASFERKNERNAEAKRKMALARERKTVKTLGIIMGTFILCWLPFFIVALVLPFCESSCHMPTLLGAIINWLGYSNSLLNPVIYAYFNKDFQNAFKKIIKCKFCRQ
DUSP1 inh = inhibitors of human MKP-1 phosphatase; P28562; recombinant MKP-1, OMFP hydrolysis fluorescence; inhibition, %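 (compounds tested at a single concentration somewhere between 10 and 100 µM)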; hit rate 0.15% among 65,000;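 active = inhibition above about 50%, limit read from the data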;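 also: 0% = DMSO max control wells and 100% = wells with enzyme stopped by NaOH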
CatG inh = blocks human cathepsin G enzyme activity. P08311. AID 581. hit rate 0.2% among 62,000. purified enzyme, AMC-tetrapeptide fluorescence, pooled mixtures. inhibition, % at 5 µM (by protocol);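 active = inhibition above 20% in each of the two mixture wells holding the compound; inactive = inhibition of 20% or less in either well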;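 also: 0% = enzyme control without mixture and 100% = blank lacking enzyme; strong numbers were not always called active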
Hsp90 inh = displaces geldanamycin probe from tumor Hsp90; inhibition, % at 30 µM; NCI-N417 lysate Hsp90, Cy3B-geldanamycin FP displacement; hit rate 0.35% among 64,000;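 active = inhibition above 50%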;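 also: 0% = tracer plus lysate wells and 100% = tracer alone without lysate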
C1s inh = blocks human complement C1s protease activity; hit rate 0.16% among 62,000; mean inhibition % of two 10-compound mixtures (active compounds read high), % at 5 µM (by protocol); purified C1s, fluorogenic AMC substrate, pooled mixtures; AID 538;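 active = inhibition above 20% in each of the two 10-compound mixture wells holding the compound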;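 also: 0% = enzyme wells lacking compound mixture and 100% = no-enzyme blank wells; some compounds called inactive have numbers as strong as hits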
Cdc25B inh = human M-phase inducer phosphatase 2 inhibition; hit rate 0.1% among 65,000; P30305; recombinant Cdc25B, OMFP fluorescence Ex485/Em525; AID 368; inhibition, %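 (compounds tested at 10 µM final in the well)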; in the data active = inhibition above about 50%
FXIa inh mix = factor XIa (human) inhibition, mixture screen; P03951; AID 680; hit rate 0.19% among 62,000; purified FXIa, fluorogenic substrate, pooled mixtures; inhibition, % at 5 µM;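 also: each value is inhibition by a whole ten-compound pool holding the compound; 0% = enzyme with no mixture and 100% = wells lacking enzyme; strong numbers were not always called active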
FXIIa inh mix = factor XIIa (human) inhibition, mixture screen; P00748; purified FXIIa, fluorogenic substrate, pooled mixtures; inhibition, % at 5 µM; hit rate 0.2% among 62,000;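 also: 0% = enzyme without compound and 100% = no enzyme blank; some results filed as inactive read as strong as hits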
Target sequence (P00748 20-372 limits assumed): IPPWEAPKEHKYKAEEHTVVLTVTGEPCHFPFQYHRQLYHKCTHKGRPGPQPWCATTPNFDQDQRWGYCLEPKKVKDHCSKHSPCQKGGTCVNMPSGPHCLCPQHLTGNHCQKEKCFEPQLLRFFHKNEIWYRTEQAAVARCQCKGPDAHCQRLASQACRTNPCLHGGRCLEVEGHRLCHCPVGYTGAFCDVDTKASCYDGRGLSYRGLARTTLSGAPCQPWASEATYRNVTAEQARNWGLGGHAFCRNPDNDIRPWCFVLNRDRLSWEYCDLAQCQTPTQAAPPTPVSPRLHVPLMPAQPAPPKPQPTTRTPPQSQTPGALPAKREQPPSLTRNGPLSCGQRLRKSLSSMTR
Target sequence (P00748 373-615 limits assumed): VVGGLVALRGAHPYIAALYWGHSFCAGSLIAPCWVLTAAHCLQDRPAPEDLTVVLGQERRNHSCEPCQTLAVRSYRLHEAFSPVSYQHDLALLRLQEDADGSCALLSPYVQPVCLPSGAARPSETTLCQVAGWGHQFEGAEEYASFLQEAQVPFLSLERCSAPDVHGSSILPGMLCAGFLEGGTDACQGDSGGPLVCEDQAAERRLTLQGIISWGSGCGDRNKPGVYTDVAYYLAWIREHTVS
CatL inh = inhibitors of human cathepsin L; purified cathepsin L, fluorogenic substrate, fluorescence; inhibition, %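 (tested at 10 µM)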; hit rate 0.17% among 58,000; in the data active = inhibition above about 45%;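 also: 0% = enzyme with no compound and 100% = no enzyme blank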
The depositor's hits bear a star; · = no result given. Rule as the data show it, unless noted: active = inhibition above about 20% (passing the limit was not always enough); inactive = the rest.

Every second line gives: 5HT1a ag, DUSP1 inh, CatG inh, Hsp90 inh, C1s inh, Cdc25B inh, FXIa inh mix, FXIIa inh mix, CatL inh
- CCC(=O)N1c2ccc(S(=O)(=O)CCC(=O)NCCC3=CCCCC3)cc2CC1C (configuration not stated)
  -2.7, -1, 0, -1, -24, -14, 10, 5, 1
- CN1C(=O)CC(n2c(CO)nc3ccccc32)C1=O (configuration not stated)
  -3.1, 3, -5, -11, -18, 0, -3, -11, 4
- NC(=O)CSc1nc2ccccc2n1-c1ccccc1
  0.1, 7, 9, -5, -2, -2, 5, -7, ·
- O=C(COc1ccccc1)NCc1nnc(SCC(=O)Nc2nccs2)n1-c1ccccc1
  -3.1, -3, 0, -4, 1, -3, 16, 12, -8
- COc1ccc(OC(C)C(=O)NCc2cccnc2)cc1 (configuration not stated)
  0.8, -10, 6, -7, 0, -12, 5, 1, -12
- COc1ccc(NC(=O)COc2ccccc2)c(OC)c1
  1.3, 2, 7, -4, 3, -4, 9, 6, 6
- O=c1c2cnn(-c3ccccc3)c2nnn1Cc1ccccn1
  -0.3, 13, 6, -4, 4, -21, 0, 2, -4
- Cn1c2c(c(=O)n(C)c1=O)CN(CCCN1CCOCC1)CN2
  -0.2, -3, 9, 0, 11, -33, 6, -1, -13
- O=C1C(Cl)=C(NCC2CCCO2)C(=O)N1CCc1ccccc1 (configuration not stated)
  1.4, 1, 1, 1, 18, -7, 11, 1, -9
- COc1ccc(C(c2sc3nc(C)nn3c2O)N2CCC3(CC2)OCCO3)cc1 (configuration not stated)
  1.3, 0, 8, 2, 2, -2, 2, 6, 22
- CCCN(CCC)c1nc(NC2CCN(C(=O)OCC)CC2)nc(OC)n1
  1.9, 27, -2, -3, -80, -11, -10, 8, 6
- CC(=O)c1cccc(S(=O)(=O)NCC(c2ccco2)N2CCCCC2)c1 (configuration not stated)
  -2.9, 18, 9, -2, -7, -2, 8, -1, 1
- CC1CCCC(C)N1C(=O)COC(=O)c1ccc[nH]c1=O (configuration not stated)
  -3.9, 7, -8, 3, -19, -6, 0, 7, -2
- CCN(C1CCCCC1)S(=O)(=O)c1ccc(S(=O)(=O)N2CCN(CCC#N)CC2)cc1
  -2.8, -2, -2, 2, 5, -3, 2, 6, 33
- COCCNC(=S)c1ccc(OC)cc1
  -1.7, 7, -2, 0, -18, -11, -5, 4, -4
- COC(=O)c1cccc(OCC(O)Cn2ccnc2)c1 (configuration not stated)
  -2.6, -6, 1, 1, -16, -12, 3, 4, 3
- Cc1ccc(-c2nnc(-c3ccc(NC(=O)c4ccco4)cc3)o2)cc1
  0.2, 43, 6, 4, -1, -6, 2, 6, -34
- CC(C)(C)C(=O)NC(=C(Cl)Cl)P(=O)(O)O
  -4.5, 1, 5, 4, -17, -4, -1, 11, 1
- Clc1ccc(-n2ncc3c(NCCN4CCOCC4)ncnc32)cc1
  4.3, 7, ·, -2, ·, -1, ·, ·, ·
- COC(=O)N1CC(=O)N(OC)C1c1ccc(Cl)cc1Cl (configuration not stated)
  -3.4, 8, -13, -3, -33, -6, 1, 8, 0
- CCC(C)OC(=O)C1=C(C)NC(=O)NC1c1ccc(F)cc1 (configuration not stated)
  -0.8, 13, 8, -2, -2, -10, 3, 3, 7
- CCCCn1c(SCC(=O)Nc2nc(C)cs2)nnc1-c1cccnc1
  -0.7, 11, 23, -1, -27, -2, 8, -19, ·
- O=C(Nc1nnc(-c2ccccc2)o1)c1ccc(Cl)cc1
  -2.3, 24, -7, 3, -35, -2, -6, -1, 1
- Cc1oc(C)c(C(=O)Nc2ccc(CC(=O)O)cc2)c1C(=O)Nc1ccc(CC(=O)O)cc1
  -2.6, 1, 2, -8, 1, 4, 5, -18, 3
- CC(Sc1nnc(-c2cc3ccccc3o2)n1-c1ccccc1)C(=O)O (configuration not stated)
  -2.9, 7, -8, -3, -78, -4, -36, 0, 2
- Cc1ccc(-c2c3c(=O)n(C)c(=O)n(C)c3cn2-n2cnnc2)cc1
  -1.3, 14, 1, -2, -3, -2, 7, 4, 19
- O=S1(=O)CCN2C=Nc3sc4c(c3C2=N1)CCCC4
  -1.1, 0, -2, -1, -13, 3, -4, -16, 4
- CCN1CCN(CC(O)COc2ccc(C)c(C)c2)CC1 (configuration not stated)
  0.0, -3, 10, -2, -2, -6, 14, 13, 3
- COc1ccc(OC)c(CCNC(=O)Cn2sc3nc(C)cc(C)c3c2=O)c1
  -1.7, 18, 10, -6, 10, -6, 0, 6, ·
- Cn1c(=O)c(=O)n(C)c2cc(S(=O)(=O)N3CCN(c4cccc(C(F)(F)F)c4)CC3)ccc21
  -3.7, 1, -2, 1, 1, 6, -1, 1, -12

Exported field by field: part of the list above.
> COc1ccc(OC)c(CCNC(=O)Cn2sc3nc(C)cc(C)c3c2=O)c1
  5HT1a ag = -1.7; DUSP1 inh = 18; CatG inh = 10; Hsp90 inh = -6; C1s inh = 10; Cdc25B inh = -6; FXIa inh mix = 0; FXIIa inh mix = 6; CatL inh = ·

> Cc1oc(C)c(C(=O)Nc2ccc(CC(=O)O)cc2)c1C(=O)Nc1ccc(CC(=O)O)cc1
  5HT1a ag = -2.6; DUSP1 inh = 1; CatG inh = 2; Hsp90 inh = -8; C1s inh = 1; Cdc25B inh = 4; FXIa inh mix = 5; FXIIa inh mix = -18; CatL inh = 3

(listing goes on)
Every second line gives: 5HT1a ag, DUSP1 inh, CatG inh, Hsp90 inh, C1s inh, Cdc25B inh, FXIa inh mix, FXIIa inh mix, CatL inh
- O=C1CC(NCc2ccco2)C(=O)N1CCc1ccccc1 (configuration not stated)
  -2.5, -6, 9, -11, -4, 53*, 0, 0, 5
- COCCNC(=O)c1cc(-c2ccc3c(c2)OCO3)on1
  -1.8, 3, 11, -3, 47, -5, -3, 18, 28
- COc1cc(C2CC(=O)N(CC(=O)NCc3ccco3)c3ccccc3S2)cc(OC)c1OC (configuration not stated)
  -1.2, -1, 0, -1, 2, -16, 7, 6, -8
- CC1CCc2nc(NC(=O)CN3CCN(Cc4ccc5c(c4)OCO5)CC3)sc2C1 (configuration not stated)
  5.7, 4, 11, -2, 10, -12, 9, -5, 6
- CCCCN(CC)C(=O)c1ccc(Cl)c(Cl)c1
  -0.3, 4, 9, -2, 5, -8, 2, 2, 13
- Cc1ccc(C(=O)Nc2nc(COc3ccccc3)cs2)s1
  -1.4, -4, -10, 0, -1, -7, 5, 1, -5
- COC(=O)CSc1nc2cc(OC)ccc2cc1C#N
  -3.9, 18, 8, -5, 10, 2, 4, 3, 3
- c1c2c(cc3sc(N4CCCCC4)nc13)OCCO2
  -3.5, 0, 13, 1, 9, 2, 1, -2, 11
- CCOC(=O)N1CCN(C(=O)c2ccc(N3C(=O)CCC3=O)cc2)CC1
  -3.8, -10, 2, 0, 5, -5, -3, 1, 4
- CCN(Cc1ccccc1)C(c1cccc(C#N)c1)c1nnnn1C(C)(C)C (configuration not stated)
  0.7, -29, 12, 1, 16, -12, 2, 3, 31
- COc1ccc(-c2csc(N3CCOCC3)n2)cc1OC
  -2.6, -15, 12, -4, 13, -10, 1, 9, 9
- Cc1nnc(N)nc1C
  -3.2, -15, 12, -3, 16, 14, 7, 2, 16
- CCOc1ccc2nc(NC(=O)CSc3nc4c(c(=O)n(C)c(=O)n4C)n3CC)sc2c1
  -2.4, 40, 7, 2, -8, 1, 6, 12, 1
- Cc1ccc(OCCn2ccc(=O)[nH]c2=O)cc1C
  -0.8, 0, 14, -3, -31, -12, 9, 1, 3
- CCN(CC)CCN1C(=O)C(O)=C(C(=O)c2cc3ccccc3o2)C1c1cccnc1 (configuration not stated)
  1.4, -14, ·, -1, ·, -4, ·, ·, 18
- COc1ccc(-c2nn(C)c3sc(C(=O)N4CCOCC4)cc23)cc1OC
  -2.2, -5, 9, 0, 14, 15, 3, 1, 6
- CC(=O)c1cccc(NC(=O)CCNS(=O)(=O)c2cccc3nsnc23)c1
  -0.6, 0, 7, -6, -2, -6, -6, -2, 3
- COc1ccc(Cl)cc1S(=O)(=O)N1CCN=C1C
  -3.9, 2, -7, 0, -8, 1, 4, -2, -4
- CCOC(=O)N1CCC(n2c(SCC(=O)NCc3ccccc3)nc3ccccc3c2=O)CC1
  0.1, 23, 6, -2, 2, -8, -9, 2, 0
- Cc1oc(-c2ccccc2F)nc1CS(=O)(=O)CC(=O)NCCN(C)C1CCCCC1
  -3.9, 4, 9, -1, -2, -3, 6, -2, ·
- C=CCn1c(SCC(N)=O)nc(C)cc1=O
  -3.4, 4, 3, -1, -30, -17, -4, 0, -4
- CCCOc1cccc(NC(=O)c2c(-c3ccccc3)noc2C)c1
  -1.5, -12, 4, -4, -11, -1, 2, 12, 18
- CC[C@H](C)[C@H](NS(=O)(=O)c1ccc(C)cc1)C(=O)N1CCC(C(=O)N[C@H](C(=O)O)C(C)C)CC1
  -0.4, -4, 3, -3, 5, 2, 8, 1, -7
- COc1ccc(C)cc1NC(=O)c1ccc(S(=O)(=O)N2CCOCC2)cc1
  -1.4, -12, 10, 0, 16, -11, 10, -2, 5
- COc1cc2c(cc1OC)-c1cc(Nc3ccc4c(c3)OCCO4)nc(=O)n1CC2
  -1.4, 13, 0, 41, -2, 2, 9, 5, -2
- Cc1cc(C(F)F)n2nc(C(=O)Nc3cc(C)on3)nc2n1
  1.2, 5, ·, 5, ·, 0, ·, ·, ·
- CCc1ccc(-c2nc(CN3CCCC(C(=O)O)C3)c(C)o2)cc1 (configuration not stated)
  -3.7, 6, 12, -2, 13, 0, 4, 8, -2
- N#CCCN(Cc1cccnc1)S(=O)(=O)c1ccc(S(=O)(=O)NC2CCCCC2)cc1
  -1.6, 5, 14, 4, 14, 2, 6, 14, -2
- O=C(NCc1cccnc1)c1ccc(CS(=O)(=O)c2ccc(Cl)cc2)o1
  -1.2, 12, 2, 2, -1, -7, 9, -18, -1
- CCOC(=O)C1CCCN(c2cc(=O)n(Cc3ccc(F)cc3)c(=O)[nH]2)C1 (configuration not stated)
  -1.7, 2, 10, -2, 11, -10, 8, 7, 6
- CC(C)(C)c1cc(C(=O)NCc2ccccc2)ccn1
  -1.5, 28, 15, ·, 22*, 1, 11, -3, -1
- COc1ccc(N2CCN(CCNC(=O)CCNS(=O)(=O)c3cccs3)CC2)cc1
  -1.7, 7, -3, ·, -3, 4, 6, 0, 6
- CCN(CC)CCCN1C(=O)C(O)=C(C(C)=O)C1c1cccc(OC)c1 (configuration not stated)
  -1.0, 3, -14, -1, -2, 10, 2, 0, 2
- CC(=O)N1CCN(C(=O)c2cccc(S(=O)(=O)Nc3ccc(C)cc3)c2)CC1
  -3.0, 2, 8, 1, 67*, -10, 4, 11, 10
- Cc1ccc(-c2noc(CCC(=O)NCCCN3CCN(c4cccc(Cl)c4)CC3)n2)cc1
  3.5, 25, 7, -4, 7, -34, 6, 6, 10
- Cc1cc(NC(=O)CSCc2nc(-c3cccc(Cl)c3)oc2C)no1
  -2.2, -2, -2, -1, -17, -18, -2, -15, 8
- CCC(C)NC(=O)Cn1c(=O)n(CCCCC(=O)NCc2ccco2)c(=O)c2ccccc21 (configuration not stated)
  -0.9, 16, 8, -1, 24, -6, 10, 9, -7
- CN(C)C(CNC(=O)c1cccnc1Sc1ccccc1)c1ccco1 (configuration not stated)
  -3.1, 4, -6, -7, -4, 2, 2, 4, 11

Assay outcomes deposited in PubChem BioAssay by several laboratories.
